Compound activity: PubChem, National Center for Advancing Translational Sciences (NCATS)
TRPV1 agonist = agonists of human vanilloid receptor 1 (TRPV1); activation, % at 8.33 µM; hit rate 0.19% among 320,000; TRPV1-expressing cells, Fluo-8 calcium influx, agonist mode; Q8NER1; AID 540275; in the data active = activation above about 80%; inconclusive = between about 30% and that limit; note: 0% is about no effect
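Fluo-8 calcium influx in TRPV1-expressing cells, kinetic read (ex 480/em 520 nm). Compound added and read 3 min for agonist activity, followed by capsaicin at EC20 final and 2 min further read for enhancement.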
KCNH2 WT inh = KCNH2 (human, wildtype) channel inhibition; Q12809; activity change, % at 1.84 µM; U2OS, BacMam KCNH2, thallium flux FluxOr; active compounds read low; hit rate 0.37% among 340,000;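 active = maximum activity change below -70%; inconclusive = maximum activity change between -70% and -50%; inactive = maximum activity change above -50%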; note: % is set by controls: 0 for no effect and ±100 for the full control effect
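U2OS cells were transduced with wild-type KCNH2 virus (2.03 x 10^8 / mL) for 4 h at room temperature, then cultured overnight at 37 C. Thallium flux was read with FluxOr dye. Rate constants were normalized to DMSO controls.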
Menin-MLL TR inh = inhibitors of human menin-MLL interaction, mutant MLL peptide. O00255. Menin + Texas Red MLL mutant peptide, fluorescence polarization. Potency, µM (titrated, usually from 61.6 µM), for inactives: at the top dose FP activity change, negative = inhibition, usual class: inhibitors. hit rate 0.23% among 270,000. AID 1768; active = well fitted inhibition curve with a large enough effect in the polarisation, with a control signal flat, not every such curve was filed as active; inconclusive = small, poorly fitted or top-dose-only effect, or effect the other way, or a change in a side signal; inactive = no such curve, though single readings can be large or run the other way; the % refers to the polarisation; note: potency is the fitted concentration of half-maximal effect; % of control where 0% means no effect; many of its hits are not listed in these tables
GALK inh = blocks human galactokinase activity; Potency, µM (series often up to 57.5 µM), inactives show top-dose activity change, negative = inhibition, most hits filed as inhibitors; hit rate 0.007% among 270,000; Purified GALK, Kinase-Glo residual ATP luminescence; note: potency is the fitted concentration of half-maximal effect; % is set by controls: 0 for no effect and ±100 for the full control effect
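ATP-depletion format; final 35 uM ATP, 100 uM D-galactose, 5 nM enzyme; pH 8.0 HEPES/Mg2+ buffer; 60 min RT; luminescence read 10 min after detection reagent.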
PKM2 act = increases activity of human pyruvate kinase M2 | P14618 | purified PKM2, Kinase-Glo ATP luminescence, activation; response scale: 0% is enzyme alone, no compound | Potency, µM (titrated, usually from 57.5 µM), without a hit: at the highest dose activation, most hits filed as activators | hit rate 0.34% among 260,000; note: potency is the fitted concentration of half-maximal effect; % is set by controls: 0 for no effect and ±100 for the full control effect; nearly all actives have a fitted effect of over 55% in size
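Purified hPK-M2 (>95%) run at intermediate activity with 0.1 mM ADP and 0.5 mM PEP in 50 mM imidazole pH 7.2, KCl, MgCl2; 1 h room temperature. ATP formed read by Kinase-Glo luminescence; normalized to uninhibited and no-enzyme controls.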
USP2a inh = inhibitors of human ubiquitin-specific protease USP2a. O75604. USP2 core, Ub-CHOP2 coupled fluorogenic reporter, 485/531. Potency, µM (doses to about 38.3 µM), for the others: at the top dose activity change, negative = inhibition, actives largely listed as inhibitors. hit rate 0.01% among 330,000. AID 463254;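 note: potency is the fitted concentration of half-maximal effect; plate controls were DMSO wells for no effect and full inhibition by NEM control for full effect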
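Deubiquitinase activity read as fluorescence (485/531 nm) after Ub-CHOP2 cleavage activates the enterokinase reporter on its substrate; USP2 core 10nM, Ub-CHOP2 and substrate 25nM each, 30min compound preincubation then 60min RT; data normalized to NEM, curves fitted.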
MLL CXXC-DNA inh = MLL CXXC-DNA interaction inhibition. Q03164. MLL-CXXC / FITC-HOXA9 DNA fluorescence polarization. Potency, µM (titrated, usually from 115 µM), for inactives: at the highest dose activity change, negative = inhibition, most hits filed as inhibitors. hit rate 0.037% among 290,000. AID 2662; active = well fitted inhibition curve with a large enough effect in the polarisation, with a control signal flat, not every such curve was filed as active; inconclusive = small, poorly fitted or top-dose-only effect, or effect the other way, or a change in a side signal; inactive = no such curve, though single readings can be large or run the other way; the % refers to the polarisation; note: potency is the fitted concentration of half-maximal effect
Target sequence (Q03164 whole entry, looked up): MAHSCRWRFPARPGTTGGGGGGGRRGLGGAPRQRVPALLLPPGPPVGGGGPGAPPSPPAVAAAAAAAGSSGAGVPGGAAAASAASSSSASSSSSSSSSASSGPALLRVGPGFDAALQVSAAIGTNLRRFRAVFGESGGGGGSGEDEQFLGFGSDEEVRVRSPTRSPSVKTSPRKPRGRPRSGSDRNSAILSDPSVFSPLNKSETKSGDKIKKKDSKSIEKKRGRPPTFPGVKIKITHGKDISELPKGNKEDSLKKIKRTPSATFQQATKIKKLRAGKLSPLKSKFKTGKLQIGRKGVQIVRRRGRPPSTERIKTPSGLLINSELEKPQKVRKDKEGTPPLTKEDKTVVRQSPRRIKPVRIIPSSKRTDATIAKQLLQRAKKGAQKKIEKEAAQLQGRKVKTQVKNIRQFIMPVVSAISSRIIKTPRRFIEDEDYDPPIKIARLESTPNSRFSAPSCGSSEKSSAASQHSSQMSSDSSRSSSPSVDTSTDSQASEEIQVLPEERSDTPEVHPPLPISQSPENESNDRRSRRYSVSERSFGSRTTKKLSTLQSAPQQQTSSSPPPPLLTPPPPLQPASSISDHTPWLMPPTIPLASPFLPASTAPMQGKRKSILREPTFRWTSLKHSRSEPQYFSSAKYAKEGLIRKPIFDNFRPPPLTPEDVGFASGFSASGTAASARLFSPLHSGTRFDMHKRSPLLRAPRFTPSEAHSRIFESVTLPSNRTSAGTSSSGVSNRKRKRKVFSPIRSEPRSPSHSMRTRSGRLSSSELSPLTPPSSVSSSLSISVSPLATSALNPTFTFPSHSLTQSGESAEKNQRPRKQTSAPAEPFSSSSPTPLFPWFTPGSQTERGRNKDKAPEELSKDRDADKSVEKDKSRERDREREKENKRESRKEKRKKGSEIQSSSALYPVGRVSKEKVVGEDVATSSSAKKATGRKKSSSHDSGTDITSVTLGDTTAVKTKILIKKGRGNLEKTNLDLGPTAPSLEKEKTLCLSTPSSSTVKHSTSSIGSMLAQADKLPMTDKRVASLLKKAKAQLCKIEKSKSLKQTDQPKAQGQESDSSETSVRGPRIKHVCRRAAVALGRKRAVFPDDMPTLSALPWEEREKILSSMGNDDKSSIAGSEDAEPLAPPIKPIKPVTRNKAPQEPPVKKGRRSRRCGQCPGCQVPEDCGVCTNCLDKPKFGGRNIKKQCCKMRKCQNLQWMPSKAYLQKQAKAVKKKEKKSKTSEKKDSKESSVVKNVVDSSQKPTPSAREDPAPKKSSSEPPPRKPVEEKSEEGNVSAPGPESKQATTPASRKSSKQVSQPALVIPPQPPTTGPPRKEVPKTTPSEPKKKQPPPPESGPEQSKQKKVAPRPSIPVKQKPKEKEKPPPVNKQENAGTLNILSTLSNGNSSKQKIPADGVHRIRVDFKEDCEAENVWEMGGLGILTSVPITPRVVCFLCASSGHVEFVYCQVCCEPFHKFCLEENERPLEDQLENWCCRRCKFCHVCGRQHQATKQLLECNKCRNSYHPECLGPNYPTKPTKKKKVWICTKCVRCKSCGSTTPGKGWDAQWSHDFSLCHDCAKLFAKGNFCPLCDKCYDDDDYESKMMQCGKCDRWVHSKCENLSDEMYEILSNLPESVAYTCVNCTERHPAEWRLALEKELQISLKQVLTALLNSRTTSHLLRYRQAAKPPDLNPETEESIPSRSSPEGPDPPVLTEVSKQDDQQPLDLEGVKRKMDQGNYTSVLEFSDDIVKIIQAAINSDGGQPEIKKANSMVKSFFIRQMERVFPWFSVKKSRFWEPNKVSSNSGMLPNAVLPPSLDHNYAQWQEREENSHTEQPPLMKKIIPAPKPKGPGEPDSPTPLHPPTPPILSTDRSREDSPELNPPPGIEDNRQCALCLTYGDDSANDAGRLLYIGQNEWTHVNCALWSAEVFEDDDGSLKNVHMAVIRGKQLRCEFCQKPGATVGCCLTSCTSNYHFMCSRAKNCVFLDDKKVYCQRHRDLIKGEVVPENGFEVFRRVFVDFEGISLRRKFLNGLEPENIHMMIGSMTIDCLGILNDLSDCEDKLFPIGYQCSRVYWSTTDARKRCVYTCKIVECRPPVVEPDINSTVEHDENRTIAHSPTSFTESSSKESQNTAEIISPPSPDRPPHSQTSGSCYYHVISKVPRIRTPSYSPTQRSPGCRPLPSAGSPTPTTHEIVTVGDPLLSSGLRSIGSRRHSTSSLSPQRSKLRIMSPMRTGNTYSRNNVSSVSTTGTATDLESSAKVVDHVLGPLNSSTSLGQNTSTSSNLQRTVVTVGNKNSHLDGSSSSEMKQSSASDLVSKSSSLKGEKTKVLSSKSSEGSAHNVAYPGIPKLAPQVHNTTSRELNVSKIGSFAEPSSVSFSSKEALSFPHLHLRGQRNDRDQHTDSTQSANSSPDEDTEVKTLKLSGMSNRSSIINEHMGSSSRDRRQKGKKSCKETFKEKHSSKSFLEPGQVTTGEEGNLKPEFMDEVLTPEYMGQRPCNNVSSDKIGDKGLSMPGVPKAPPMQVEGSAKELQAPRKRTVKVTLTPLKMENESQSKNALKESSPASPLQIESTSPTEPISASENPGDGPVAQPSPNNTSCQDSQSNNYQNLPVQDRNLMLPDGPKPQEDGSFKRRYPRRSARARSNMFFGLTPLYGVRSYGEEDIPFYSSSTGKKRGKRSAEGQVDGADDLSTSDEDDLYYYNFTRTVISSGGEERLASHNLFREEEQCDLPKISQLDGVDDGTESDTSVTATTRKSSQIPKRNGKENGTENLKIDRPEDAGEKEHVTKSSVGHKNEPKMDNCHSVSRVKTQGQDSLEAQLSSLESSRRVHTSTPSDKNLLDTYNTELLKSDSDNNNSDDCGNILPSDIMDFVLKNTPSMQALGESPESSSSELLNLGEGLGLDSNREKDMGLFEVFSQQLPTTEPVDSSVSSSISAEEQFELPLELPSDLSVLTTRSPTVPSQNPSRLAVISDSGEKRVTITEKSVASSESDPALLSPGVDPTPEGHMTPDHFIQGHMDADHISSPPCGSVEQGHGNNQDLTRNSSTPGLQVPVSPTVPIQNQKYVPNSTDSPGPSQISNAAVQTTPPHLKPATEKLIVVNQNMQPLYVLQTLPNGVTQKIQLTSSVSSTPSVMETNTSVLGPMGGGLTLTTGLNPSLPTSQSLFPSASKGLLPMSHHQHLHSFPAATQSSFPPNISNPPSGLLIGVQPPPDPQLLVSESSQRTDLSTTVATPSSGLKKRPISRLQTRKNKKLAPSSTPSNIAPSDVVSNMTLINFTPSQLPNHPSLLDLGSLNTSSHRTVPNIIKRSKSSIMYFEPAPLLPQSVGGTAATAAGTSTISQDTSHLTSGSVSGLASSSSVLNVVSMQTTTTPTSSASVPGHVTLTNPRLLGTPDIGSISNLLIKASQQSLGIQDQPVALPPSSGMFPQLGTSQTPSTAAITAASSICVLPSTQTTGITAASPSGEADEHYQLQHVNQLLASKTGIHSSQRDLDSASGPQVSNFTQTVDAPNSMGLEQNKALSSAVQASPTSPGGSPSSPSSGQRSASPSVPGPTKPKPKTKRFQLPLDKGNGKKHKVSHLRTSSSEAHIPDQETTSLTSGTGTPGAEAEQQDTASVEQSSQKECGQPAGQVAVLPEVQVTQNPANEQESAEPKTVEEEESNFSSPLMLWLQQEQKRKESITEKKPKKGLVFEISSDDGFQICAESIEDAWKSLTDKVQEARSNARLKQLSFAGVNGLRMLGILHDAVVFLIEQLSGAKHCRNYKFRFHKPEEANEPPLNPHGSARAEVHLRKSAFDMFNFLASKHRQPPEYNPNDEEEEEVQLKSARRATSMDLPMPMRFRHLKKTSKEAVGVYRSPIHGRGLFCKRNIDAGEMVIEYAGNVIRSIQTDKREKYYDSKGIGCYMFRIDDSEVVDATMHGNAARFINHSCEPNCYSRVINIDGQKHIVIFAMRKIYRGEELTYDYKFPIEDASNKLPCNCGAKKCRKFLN
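Fluorescence polarization: 7 uM MLL-CXXC (stock) preincubated 5 min with compounds, then 50 nM fluorescein-HOX-A9 DNA (stock) added; 30 min ambient. Buffer 50 mM Tris-HCl pH 7.5, 50 mM NaCl, 1 mM DTT, 0.05% BSA.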
KCNH2 3.1 inh = KCNH2 3.1 (human) potassium channel inhibition; U2OS KCNH2 3.1, thallium flux FluxOr; active compounds read low; activity change, % (tested at about 1.8 µM); hit rate 0.95% among 340,000;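 active = maximum activity change below -70%; inconclusive = maximum activity change from -70% to -50%; inactive = maximum activity change above -50%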;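 note: thallium influx rate constant from kinetic fluorescence after stimulation buffer; % is set by controls: 0 for no effect and ±100 for the full control effect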
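Kinetic fluorescence (2 min after stimulation buffer) measures Tl+ influx through KCNH2 3.1 expressed by viral transduction in U2OS cells; the rate constant is normalized against DMSO controls serving as positive and negative references.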
B2AR arrestin = agonists driving beta-arrestin recruitment to human beta2-adrenergic receptor | P07550 | hit rate 0.02% among 330,000 | beta-arrestin recruitment to beta2AR, cell-based reporter | Potency, µM (series often up to 46.1 µM), for inactives: top-dose activation, hits mostly activators;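 note: potency is the fitted concentration of half-maximal effect; 0% = DMSO controls and full agonism = EC100 isoproterenol or metaproterenol; nearly all actives have a fitted effect of over 65% in size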
FBPA coupling cs = inhibits coupling enzyme system, counter-screen for aldolase hits; activity change, negative = inhibition, % at 58.2 µM, hits read low; coupling enzyme system counterscreen, AmpLite Red fluorescence; hit rate 0.67% among 290,000; AID 2472; in the data active = activity change below about -30%; note: % is set by controls: 0 for no effect and ±100 for the full control effect
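Final compound at 57.5 uM, incubated 10 min at RT with coupling enzyme reagent (glyceraldehyde-3-phosphate), then 20 min with substrate and AmpLite Red detection. Fluorescence read at 525/598 nm; tests interference with the coupling assay, not aldolase inhibition.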
Giardia kill = kills Giardia lamblia; Giardia lamblia trophozoite viability; activity change, % at 7.66 µM, hits read low; hit rate 0.15% among 340,000; AID 540267; in the data active = activity change below about -80%; inconclusive = between about -30% and that limit;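 note: parasites exposed to compound for two days anaerobically before the ATP read; % is set by controls: 0 for no effect and ±100 for the full control effect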
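Giardia lamblia trophozoites (100 cells/well) were incubated with compounds for 48 h at 37 deg C under anaerobic conditions. Viability was read as ATP content by one-step luminescence after 15-30 min at room temperature.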
* = called active by the depositor; i = inactive; ? = inconclusive; nt = not tested or not shown; [ ] = remark or other dose. Unless noted, calls come from the whole dose curve; as a rule, active = well fitted curve in the direction sought with a large enough effect; inconclusive = small, poorly fitted or top-dose-only effect, or another doubt; inactive = no such curve, though single readings can be large; an effect the other way counts as inactive or inconclusive. The list is partial; rates above refer to the full screens.

SMILES	TRPV1 agonist	KCNH2 WT inh	Menin-MLL TR inh	GALK inh	PKM2 act	USP2a inh	MLL CXXC-DNA inh	KCNH2 3.1 inh	B2AR arrestin	FBPA coupling cs	Giardia kill
CC(=O)Nc1ccc(C2Nc3ccccc3C(=O)N2C2CCCCC2)cc1 (stereo unspecified)	-0.2	-0.3	-1.3%	4.8%	4.4%	2.9%	14.6%	3.3	-0.5%	3.5	-2.0
Cc1cccc(C)c1NC(=O)CN(C)C(=O)CCc1nc2sc3c(c2c(=O)[nH]1)CCCC3	-0.1	-0.5	nt	nt	nt	0.6%	nt	19.9	-0.3%	nt	1.4
C[N+](C)(C)c1ccc(/C=N/Nc2nc(Cl)c(C#N)c(Cl)c2Cl)cc1	5.6	9.2	1.8%	0.5%	-7.9%	2.7%	66.0%[activator]	-1.4	0.0%	-1.2	21.0
CCN(Cc1ccncc1)C(=O)CC1C(=O)NCCN1Cc1ccc(F)c(F)c1 (stereo unspecified)	0.2	1.2	?	-2.0%	-0.3%	8.3%	10.6%	-10.5	7.3%	-22.8	?
COc1ccc(NC(=O)CN2CCCC2c2cccs2)cc1S(=O)(=O)N1CCCCC1 (stereo unspecified)	9.2	-0.4	nt	nt	nt	-0.4%	nt	-3.1	0.3%	nt	27.0
COc1ccc(-c2c(C(C)=O)c(C)nc3sc4c(c23)NC(c2ccccc2)NC4=O)cc1 (stereo unspecified)	0.1	-3.9	?	-3.4%	-0.3%	-0.8%	0.7%	-0.6	-0.4%	nt	10.9
Cc1ccc(C(=O)NCC(=O)OCc2c(F)cccc2Cl)cc1	?	-0.8	nt	nt	nt	-1.4%	nt	-3.3	0.3%	nt	5.8
CCCCCCC(=O)Nc1nc(C)c(-c2csc(Nc3ccccc3OC)n2)s1	-0.6	-12.9	?	2.7%	-13.5%	-9.8%	2.2%	-1.6	0.1%	-6.0	6.8
COc1cc(S(=O)(=O)Nc2ccc(C)cc2)ccc1N=Cc1c(C)[nH]n(-c2ccccc2)c1=O	-9.5	4.6	-19.0%	0.5%	-1.6%	-0.4%	10.3%	-2.2	-0.4%	-8.2	4.8
CCOc1ccc(CN(C)C(=O)CNC(=O)C2CCCCC2)cc1OC	10.9	1.7	1.3%	13.1%	0.9%	-0.3%	-3.6%	-4.5	-0.3%	0.3	6.2
COc1ccccc1NC(=O)Nc1cccc(NC(C)=O)c1	-1.1	1.6	nt	9.8%	-3.0%	-0.1%	-3.1%	-14.4	-0.6%	1.0	10.0
O=C(NC1CCSc2ccccc21)c1ccc([N+](=O)[O-])cc1 (stereo unspecified)	26.0	24.0	nt	6.6%	-11.2%	1.2%	-2.0%	-15.4	0.4%	nt	-26.5
O=C(NC(=S)Nc1ccc(O)cc1)C1CCCC1	-0.3	-9.7	nt	nt	nt	1.3%	nt	4.0	-0.1%	nt	-9.9
COc1ccc(Br)c(C(=O)NCC2CCCCC2)c1	3.9	20.6	-1.8%	3.9%	-7.8%	1.1%	9.4%	-16.5	5.9%	10.2	-17.9
O=C(O)C(c1ccccc1)N1C(=O)/C(=C/c2cccs2)SC1=S (stereo unspecified)	3.5	12.3	nt	3.8%	-1.2%	-1.3%	-0.6%	14.6	0.1%	9.5	-8.5
Fc1cccc(CCN2CCNC[C@@H]2c2ccccc2)c1	-6.4	4.6	nt	nt	nt	-2.0%	nt	2.2	-1.7%	nt	-10.0
Cn1c(=O)n(C)c2cc(NC(=O)c3ccccc3[N+](=O)[O-])c(Br)cc21	-2.5	-3.5	-5.3%	-0.2%	7.94µM*	0.0%	-2.3%	1.4	-0.1%	-3.1	-11.4
N#Cc1ccccc1NC(=O)COc1c(Br)cc(Br)c2cccnc12	1.3	-1.7	23.5%	2.3%	3.6%	-0.9%	11.0%	nt	-0.9%	-14.3	8.4
COCC(C)NCc1cccc2ccccc12 (stereo unspecified)	-1.6	nt	-4.3%	0.6%	2.1%	1.6%	-6.4%	9.3	-0.2%	2.3	2.0
Cc1cc(NC(=O)NC(=O)c2ccccc2)no1	5.3	-11.6	-2.0%	0.6%	-2.8%	-0.5%	12.2%	1.1	-0.7%	4.6	31.8[activator]
Cc1nc2ccccc2nc1SCC(=O)N1CCC(C)CC1	?	-4.2	-22.2%	nt	-0.7%	-3.3%	6.9%	-11.3	-0.1%	8.4	-7.1
COc1ccc2nc(-c3ccccn3)[nH]c2c1	2.2	10.3	-18.9%	-0.5%	-25.6%	-1.6%	9.2%	7.0	0.0%	0.5	-4.7
C[C@H](NS(=O)(=O)c1ccc(Cl)cc1)C(=O)OCC(=O)NC(=O)Nc1ccc2c(c1)OCCO2	-11.1	27.0	3.4%	nt	-0.2%	1.1%	-5.6%	4.6	-0.1%	-0.7	-17.8
Cc1ccccc1NC(=O)NC1CCCCCCC1	?	-4.5	20.2%	6.6%	1.9%	1.0%	6.3%	14.8	-0.7%	0.8	-25.1
COc1ccc(Cl)cc1NC(=O)Cc1c(F)cccc1Cl	10.0	-4.0	-5.6%	2.5%	-4.1%	2.1%	-0.2%	-4.4	0.3%	-5.4	14.0
New compounds follow
SMILES	TRPV1 agonist	KCNH2 WT inh	Menin-MLL TR inh	GALK inh	PKM2 act	USP2a inh	MLL CXXC-DNA inh	KCNH2 3.1 inh	B2AR arrestin	FBPA coupling cs	Giardia kill
Fc1ccc(-c2cc(-c3ccccc3)nc(-n3cccn3)n2)cc1	?	i	23.9%	5.0%	-5.9%	-5.5%	2.0%	0.0	-1.2%	3.7	-19.1
Cc1cccc(N2CCN(C(=O)c3ccc4ccccc4c3)CC2C)c1 (stereo unspecified)	nt	-5.0	nt	nt	nt	-2.8%	nt	-5.9	-0.8%	nt	-3.4
COC(=O)c1ccc(COc2ccc(/C=N/NC(N)=S)cc2)o1	13.7	-0.5	nt	1.1%	16.7%	1.1%	7.0%	15.7	-0.6%	1.7	28.7
CC1CN(C)C(C)c2c1oc1ccc(N)cc21 (stereo unspecified)	2.5	-11.4	-10.7%	-2.3%	0.1%	1.9%	-0.7%	7.1	-0.1%	0.3	-5.7
CN1/C(=C\C=N\NC(=O)c2ccccc2Br)C(C)(C)c2ccccc21	-4.1	-8.0	?	-2.9%	2.6%	2.5%	4.5%	1.1	-0.6%	-2.0	12.0
CCC(=O)c1ccc(N2CCCCC2)c(F)c1	-2.7	-9.3	-16.9%	0.7%	-9.2%	1.7%	2.8%	8.6	0.1%	0.6	-4.0
Cc1cccc(-n2c(SCC(=O)NCc3ccc4c(c3)OCO4)nc3ccccc3c2=O)c1	9.3	-0.8	8.6%	2.0%	-2.7%	2.8%	1.0%	-26.7	-3.5%	3.1	5.4
COC(=O)c1c(F)c(F)c(N2CCOCC2)c(F)c1F	-0.4	-1.9	14.8%	-2.6%	-0.7%	0.3%	7.3%	10.1	0.4%	-4.1	-1.9
COc1ccc(C(=O)NCCS(=O)(=O)NCc2ccco2)cc1	1.0	-1.5	nt	nt	nt	0.0%	nt	3.2	-0.3%	nt	-10.8
O=C(O)c1ccccc1NC(=S)NC(=O)c1cccc2ccccc12	-1.3	4.6	5.5%	-1.8%	-2.0%	-1.2%	-0.6%	-16.7	-0.1%	-4.4	7.0
CC(NC(=O)c1cc(S(=O)(=O)N2CCCC2)ccc1Cl)c1ccccn1 (stereo unspecified)	-7.6	-9.0	nt	nt	nt	-1.0%	nt	2.0	0.0%	nt	6.9
Cc1cccc(-n2nc3c(c2NC(=O)c2c(F)cccc2F)CS(=O)(=O)C3)c1C	1.3	-0.9	4.1%	-2.1%	nt	4.6%	-1.4%	24.1	0.5%	-1.3	-10.5
CNCCC(=O)N1c2ccccc2CCc2ccc(NC(=O)OC)cc21	0.4	nt	-23.7%	3.5%	nt	0.4%	22.1%	6.7	0.4%	3.6	?
COc1ccc(OC2CCN(S(=O)(=O)c3ccc(F)cc3)CC2)cc1	3.6	2.2	-0.7%	nt	nt	-7.6%	-15.5%	-8.9	0.3%	1.1	-15.5
CC(C)C(NC(=O)c1ccccc1)C(=O)OCC(=O)N1CCCCC1 (stereo unspecified)	0.4	-4.9	nt	nt	nt	-0.7%	nt	-3.3	-0.1%	nt	-3.3
c1ccc2nc3c(cc2c1)CCCCC3	-6.6	1.9	nt	nt	-21.8%	-7.0%	-17.4%	15.5	0.1%	-2.0	2.3
CCN(CC)Cc1c(CC(C)C)oc(C)c1C(=O)O	0.8	-9.6	nt	-3.1%	-3.6%	2.0%	8.0%	10.0	0.3%	1.8	-0.4
O=[N+]([O-])c1ccc(S(=O)(=O)Nc2nc(-c3ccccc3)cs2)cc1	5.0	3.0	?	0.0%	4.4%	3.7%	-18.2%	3.6	-0.1%	-2.2	-4.1
